H37Rv inhibition – M. tuberculosis growth inhibition, HTS (AID 449762) | M. tuberculosis H37Rv growth inhibition, 7H9 media; higher % means a stronger effect | one-dose inhibition, % at 25 µM; IC50 in µM for titrated hits | actives 0.59% (n = 330,000); in the data active means a potency from the dose series; inconclusive means inhibition above about 70% without an active follow-up result;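 further: bacterial growth assessed after seven days of incubation; strong numbers were not always called active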
influenza NS1A – H1N1 influenza NS1A inhibitors, functional cell based assay (AID 504329); NS1A functional cell-based assay, percent inhibition; higher % means a stronger effect; inhibition, % at 12.5 µM, or IC50 in µM where a hit was titrated; actives 0.3% (n = 340,000); in the data active means a potency from the dose series; inconclusive means inhibition above about 27% without an active follow-up result; further: strong numbers were not always called active
PhoP GFP inhibition – PhoP regulon inhibitors, Salmonella typhi PhoP promoter GFP reporter, confirmatory (AID 1850); Salmonella Typhi PhoP-promoter GFP reporter, fluorescence, 4 h; higher % means a stronger effect; inhibition, % at 50 µM; hits with a dose series show IC50 in µM; actives 0.33% (n = 310,000); in the data active means a potency from the dose series; inconclusive means inhibition mostly from about 25% at the one dose, without a potency; inactive means the rest, 99 in 100 with inhibition below about 19%;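 further: 0% = induced wells with vehicle and 100% = uninduced wells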
M. tuberculosis – growth inhibition of non-replicating M. tuberculosis (AID 488890); Mycobacterium tuberculosis non-replicating, growth inhibition; higher % means a stronger effect; inhibition, % at 25 µM, or IC50 in µM where a hit was titrated; actives 0.39% (n = 320,000); in the data active means a potency from the dose series; inconclusive means inhibition mostly from about 82% at the one dose, without a potency; inactive means the rest, 99 in 100 with inhibition below about 76%;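 further: plate controls were DMSO cells for no effect and high antibiotic wells for full effect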
inhibitors of VEEV – inhibitors of VEEV TC-83 cytopathic effect, confirmation, Vero cells (AID 588727); Vero cells, VEEV TC-83 cytopathic effect inhibition; higher % means a stronger effect; actives 0.13% (n = 350,000); inhibition, % at 20 µM; hits with a dose series show IC50 in µM; in the data active means a potency from the dose series; inconclusive means inhibition mostly from about 14% at the one dose, without a potency; inactive means the rest, 99 in 100 with inhibition below about 12%; further: strong numbers were not always called active
inhibitors of VEEV 10K pilot screen – recorded beside inhibitors of VEEV, whose call it bears; inhibition, %; measured here: 10K pilot screen inhibition
* marks the source's active call; other numbers are inactive results; i = inactive; u = inconclusive; x = no result given.

SMILES	H37Rv inhibition	influenza NS1A	PhoP GFP inhibition	M. tuberculosis	inhibitors of VEEV	others
Cc1cc(C)c(C#N)c(SCC(=O)NC(C)(C)C)n1	-9%	-1%	15%	x	1.2%
C=CC[C@H](CC(=O)NCCO)C(=O)NC[C@@H](OC(=O)[C@@H](CC=C)Cc1ccc(F)cc1)c1ccccc1	0%	10%	x	25%	i
Cc1ccc(C(=O)Nc2sc3c(c2C(=O)NCc2ccco2)CCCC3)cc1	3%	0%	-2%	15%	1.1%
O=C(CCCCC(=O)NN=Cc1ccccc1O)NN=Cc1ccccc1O	x	-8%	x	x	3.1%
COc1cc(CNC(C)c2ccccc2)c(Br)cc1OCC(N)=O (centres undefined)	-3%	2%	-7%	-20%	2.6%
Oc1cc(Cl)c(Cl)c(Cl)c1	x	-17%	x	x	1.4%
COc1ccc(C(=O)C(CN2CCOCC2)c2ccccc2)cc1F (centres undefined)	x	-12%	x	x	0.3%
O=C(COc1ccccc1)NCC1CCCO1 (centres undefined)	-1%	6%	-5%	63%	2.8%
Cc1cc(C)n(CC2CC(=O)N(c3cc(Cl)cc(Cl)c3)C2=O)n1 (centres undefined)	4%	-1%	-8%	3%	1.9%
CC(=O)C1=CN(CC2CCCCC2)CCC1=O	x	-10%	x	x	0.1%
CC(C)n1c(COc2ccccc2)nc2ccccc21	1%	2%	-1%	17%	1.6%
Cc1cc(NC(=O)CSCC(=O)OCC(=O)Nc2cc(C)c(C)cc2[N+](=O)[O-])no1	-2%	4%	-1%	2%	1.1%
O=C(C1=C(O)C(=O)N(CC2CCCO2)C1c1cccnc1)c1ccco1 (centres undefined)	-3%	2%	-4%	10%	i
O=C(CSCc1ccc(Cl)cc1)Nc1ccccc1O	50%	-10%	0%	60%	i
COc1cc2cc(CCCOC(=O)c3cc(OC)c(OC)c(OC)c3)oc(=O)c2cc1OC	-4%	9%	x	-7%	2.0%
C=CCNC(=O)COC(=O)/C=C/c1cccs1	0%	1%	-1%	11%	1.7%
CCCOc1ccc(-c2csc(NC(=O)CN3C(=O)CCC3=O)n2)cc1	-1%	1%	-9%	14%	1.1%
N=C1C2=C3Sc4ccccc4N3CCCC2=NN1c1cccc(S(=O)(=O)O)c1	-6%	-10%	2%	-9%	0.9%
CC1CC(C)CN(c2oc(-c3ccccc3F)nc2C#N)C1 (centres undefined)	-3%	26%	6%	13%	i
COc1ccc(-c2nnc3ccc(SCC(=O)Nc4nc5ccccc5s4)nn23)cc1OC	3%	-7%	-3%	-10%	8.7%
Cc1onc(-c2ccccc2)c1C(=O)Nc1ccc(OC(C)C)cc1	-6%	-4%	-11%	11%	i
CCN(CC(=O)NCc1ccc(Cl)cc1)S(=O)(=O)c1ccc(F)cc1	6%	-1%	-2%	9%	0.6%
COc1cccc(NC(=O)/C=C/c2ccco2)c1	1%	2%	0%	55%	1.1%
Cc1ccc(Oc2ccc3c(c2)C(=O)N(c2ccc(S(=O)(=O)Nc4nccs4)cc2)C3=O)cc1	7%	-6%	4%	9%	0.3%
O=c1c2ccccc2c(-c2cccc(C(F)(F)F)c2)nn1-c1ccccc1	15%	-22%	7%	22%	1.0%

Gathered by group, those above containing an aryl thioether with sulfur outside any ring.
SMILES	H37Rv inhibition	influenza NS1A	PhoP GFP inhibition	M. tuberculosis	inhibitors of VEEV	others
Cc1cc(C)c(C#N)c(SCC(=O)NC(C)(C)C)n1	-9%	-1%	15%	x	1.2%
COc1ccc(-c2nnc3ccc(SCC(=O)Nc4nc5ccccc5s4)nn23)cc1OC	3%	-7%	-3%	-10%	8.7%

Remaining list, next part
SMILES	H37Rv inhibition	influenza NS1A	PhoP GFP inhibition	M. tuberculosis	inhibitors of VEEV	others
CC1CCCC(C)N1Cc1cn2ccccc2n1 (centres undefined)	9%	-2%	8%	14%	1.8%
CCn1c(C)nnc1SCC(=O)Nc1ccc(Cl)cc1	11%	1%	-7%	2%	i
CCCCCC1CC(=O)NC1(C(=O)OCC)C(=O)OCC (centres undefined)	x	-2%	x	x	0.8%
Cc1ccc2cc(C#N)c(NCc3ccco3)nc2c1	3%	7%	-10%	13%	1.1%
CC(C)(C)OC(=O)N1CCCC(C(=O)Nc2cccc(C(=O)N3CCCCC3)c2)C1 (centres undefined)	x	-10%	x	x	1.1%
CC(=O)Nc1nnc(COc2ccccc2)s1	5%	-10%	-5%	77%	0.1%
COC(=O)c1ccc(S(=O)(=O)N2CCOCC2)o1	-16%	9%	-11%	-8%	0.8%
O=C(NCCc1ccccc1)c1ccc(Cl)c(S(=O)(=O)N2CCCC2)c1	-8%	4%	-6%	15%	5.8%
CC(C(=O)NCc1ccc2c(c1)OCO2)N(c1ccccc1)S(C)(=O)=O (centres undefined)	-13%	11%	-3%	-3%	1.3%
CC1(c2nnc(-c3ccc(F)cc3)o2)CC(c2ccncc2)=NO1 (centres undefined)	0%	x	-5%	49%	x
Clc1ccccc1CNc1nc2ccccc2n2cnnc12	-1%	12%	5%	-5%	0.7%
Cn1nccc1C(=O)N1CCC2(CC1)OCCO2	-9%	-6%	-1%	-10%	i
CC(C)c1cccc(C2=CC(=O)C[C@H](c3ccc4c(c3)OCO4)C2)c1	31%	-11%	x	2%	6.9%
Nc1nc(C(F)(F)F)c(Br)c(=O)n1N	-4%	-6%	-5%	5%	0.7%
COc1ccc(NC2=CC(c3ccc(F)cc3)N(c3ccc(OC)cc3)C2=O)cc1 (centres undefined)	-3%	1%	1%	-1%	0.8%
COc1ccc(/C=C(\NC(=O)c2ccco2)C(=O)NC(Cc2ccccc2)C(=O)O)cc1 (centres undefined)	-1%	-4%	-50%	-7%	1.1%
O=C1c2ccccc2S(=O)(=O)c2cc(N3CCN(C(=O)c4ccccc4)CC3)ccc21	-1%	x	-9%	-11%	x
CC[C@]12C(=O)N(C)C[C@H]([C@@H]3C(=O)N(C)C(=O)[C@@H]31)N2C(=O)c1ccccc1	x	-9%	x	x	1.0%
O=C(/C=C/c1ccccc1[N+](=O)[O-])OCC(=O)N1CCCC1	-7%	-3%	x	-11%	i
CS(=O)(=O)NCCn1ccc2ccccc21	6%	9%	-6%	-6%	i
COc1ccc(N2CC(C(=O)Nc3nnc(SCC(=O)N4CCCC4)s3)CC2=O)cc1 (centres undefined)	-3%	-7%	-5%	-10%	2.0%
CC(C)(C)Cc1nc(-c2ccccn2)no1	-8%	-3%	0%	0%	5.1%
O=C1/C(=C/c2cccnc2)Sc2ccccc21	6%	2%	0%	29%	0.7%
Cc1ccc(S(=O)(=O)Nc2ccc(N(C)S(=O)(=O)c3ccc(C)cc3)cc2)cc1	-10%	-6%	-1%	19%	i
CC1CCCC(C)N1CCNC(=O)Nc1ccc(Cl)cc1 (centres undefined)	-11%	9%	-2%	-3%	i

Compounds from the list above with bromine:
SMILES	H37Rv inhibition	influenza NS1A	PhoP GFP inhibition	M. tuberculosis	inhibitors of VEEV	others
COc1cc(CNC(C)c2ccccc2)c(Br)cc1OCC(N)=O (centres undefined)	-3%	2%	-7%	-20%	2.6%
Nc1nc(C(F)(F)F)c(Br)c(=O)n1N	-4%	-6%	-5%	5%	0.7%

Fetched by structure from the list above (3):
SMILES	H37Rv inhibition	influenza NS1A	PhoP GFP inhibition	M. tuberculosis	inhibitors of VEEV	others
CCCCCC1CC(=O)NC1(C(=O)OCC)C(=O)OCC (centres undefined)	x	-2%	x	x	0.8%
COc1ccc(/C=C(\NC(=O)c2ccco2)C(=O)NC(Cc2ccccc2)C(=O)O)cc1 (centres undefined)	-1%	-4%	-50%	-7%	1.1%
Cc1ccc(C(=O)Nc2sc3c(c2C(=O)NCc2ccco2)CCCC3)cc1	3%	0%	-2%	15%	1.1%

(cont.)
SMILES	H37Rv inhibition	influenza NS1A	PhoP GFP inhibition	M. tuberculosis	inhibitors of VEEV	others
CC(=O)N[C@@H](C)c1nc2ccccc2n1CCCN1CCN(c2nc(-c3ccc(C)cc3)cs2)CC1	u	16%	3%	29%	3.4%
O=C(CNC(=O)c1ccccc1)NCC(=O)OCC(=O)c1ccc([N+](=O)[O-])cc1	-7%	5%	-8%	78%	0.2%
Cc1nnc(SCC(=O)Nc2ccc(S(=O)(=O)N3CCCC3)cc2)n1N	0%	-3%	-19%	8%	0.6%
CC(C)(C)c1ccc(C(=O)NCCC(=O)Nc2ccc3c(c2)OCCO3)cc1	x	-3%	x	x	7.7%
CCOC(=O)C1=C(CC)Nc2ccccc2N=C1NC(=O)c1cccc(S(=O)(=O)N2CCOCC2)c1	2%	-5%	x	25%	2.1%
CC1CCCC(NC(=O)CSc2ncccc2C(=O)O)C1C (centres undefined)	6%	-7%	-4%	-8%	2.3%
COc1cc(/C=C(\CC(=O)O)c2nc3ccccc3s2)cc(OC)c1O	5%	1%	4%	-21%	7.9%
COc1ccccc1OCCNC(=O)Cc1ccc(S(=O)(=O)N2CCOCC2)s1	-5%	12%	5%	-3%	1.8%
CCCNC(=S)NC1CC2CCC(C1)N2Cc1ccccc1 (centres undefined)	-17%	-4%	-5%	-1%	1.0%
COC(=O)/C=C1/N/C(=N\c2nc(C)cc(C)n2)N(c2ccccc2)C1=O	-4%	-8%	-3%	-13%	0.1%
COc1ccc(N(CC(=O)N2CCC(Cc3ccccc3)CC2)S(C)(=O)=O)cc1	-2%	9%	-2%	-6%	2.0%	inhibitors of VEEV 10K pilot screen=0.5
Cc1ccc(OCCSc2nnc(C)c(=O)n2N)cc1	56%	-1%	0%	29%	0.3%
COc1cc2nc(C3CCC3)nc(N3CCN(c4ccccn4)CC3)c2cc1OC	u	9%	-7%	29%	6.3%
COc1ccccc1C(=O)NC(=S)Nc1ccc(NC(=O)c2cccs2)cc1	0%	-13%	2%	-15%	u
COc1ccc(-c2cc3nc4n(c(=O)c3s2)CCC4)cc1	-2%	4%	0%	-4%	i
CC(C)(C)C(=O)NC1(C(F)(F)F)NC(=O)N(Cc2ccccc2)C1=O (centres undefined)	12%	10%	2%	3%	0.9%
CCC(=O)n1nc(-c2ccc(OC)cc2)nc1SC	-7%	-1%	7%	5%	1.7%
N#Cc1c(-c2ccc(Cl)cc2)ccn2nc(CCC(=O)O)nc12	1%	3%	0%	-10%	i
O=C(CCC(=O)OCC(F)(F)C(F)F)Nc1ccccc1F	-5%	-12%	-6%	1%	0.9%
COc1cccc(OC)c1C(=O)Nc1nnc(-c2cccs2)s1	-3%	-3%	-3%	8%	4.1%
O=C(CN1CCSCC1)c1c[nH]c2ccccc12	-2%	1%	-3%	-14%	0.6%
CC1CCC(C(=O)NC(C(=O)NCc2cccnc2)C(C)C)CC1 (centres undefined)	6%	-12%	-1%	7%	i	inhibitors of VEEV 10K pilot screen=0.1
COc1cccc(N(Cc2nnc3n2CCCCC3)C(=O)Nc2ccccc2)c1	-2%	-5%	-5%	6%	0.3%
O=C(c1ccccc1)N1CCN(CC(O)COc2cccc3ccccc23)CC1 (centres undefined)	-2%	-31%	0%	36%	0.0%
O=S(=O)(NCc1csc(-c2cccs2)n1)c1cccs1	12%	-17%	-14%	6%	i
COc1ccccc1NC(=O)N1C[C@@H]2C[C@@H](C1)c1cccc(=O)n1C2	-6%	0%	6%	11%	0.6%
O=C(CSc1cccc2cccnc12)Nc1cc(C(=O)O)cc(C(=O)O)c1	3%	-3%	-2%	21%	0.3%
O=C1N[C@@H](Cc2ccccc2)C(=O)N2[C@H]1C[C@H]1c3ccccc3N(OOSc3ccccc3)[C@H]12	9%	-8%	-33%	32%	8.8%
CCOC(=O)CCNC(=O)N1CCCC(C(=O)c2cccc(OC(C)C)c2)C1 (centres undefined)	-3%	-7%	-5%	5%	i

Source: PubChem (Southern Research Specialized Biocontainment Screening Center)

Compounds were not picked by outcome. About 1.5% of those tested had a hit in this group.
